# Screens: PubChem, several laboratories
# West Nile virus CPE: West Nile virus antiviral activity, cell-based, CPE readout (AID 1621) | 0.02% of 290,000 active | West Nile virus-infected cells, CPE inhibition; higher % means a stronger effect | CPE inhibition, % at 10 µM; hits with a dose series show IC50 in µM; in the data active = a potency from the dose series; also: strong numbers were not always called active
# GPR35 antagonists: GPR35 antagonists blocking zaprinast-driven arrestin recruitment, primary screen, imaging, U2OS, beta-arrestin-GFP, zaprinast agonist (AID 2058) | G-protein coupled receptor 35 (Homo sapiens) | U2OS GPR35 beta-arrestin-GFP translocation imaging, zaprinast antagonism; higher % means a stronger effect | inhibition, % at 10 µM; hits with a dose series show IC50 in µM | 0.052% of 290,000 active;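 active = inhibition of at least 50% with at least 30 cells and total cytoplasm GFP at most 10,000,000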
# RSV CPE inhibition: RSV antiviral activity via CPE protection, HEp-2 cells, primary 10 µM value included (AID 2391) | HEp-2 cells, RSV-induced CPE inhibition; higher % means a stronger effect | CPE inhibition, % at 10 µM; hits with a dose series show IC50 in µM | 0.13% of 310,000 active; in the data active = a potency from the dose series; also: strong numbers were not always called active
# Large T inhibition: SV40 large T antigen inhibitors, biochemical (AID 1903) | 0.39% of 310,000 active | SV40 large T antigen ATPase/helicase inhibition assay; higher % means a stronger effect | inhibition, % at 20 µM; hits with a dose series show IC50 in µM; in the data active = a potency from the dose series; also: strong numbers were not always called active
# ER stress rescue: rescue of cells from ER stress-induced death, primary screen, 384-well, CSM14.1, thapsigargin, ATP luminescence (AID 1222); CSM14.1 thapsigargin-induced death rescue, ATP luminescence; higher % means a stronger effect; cellular ATP content (survival), % at 20 µM, or EC50 in µM where a hit was titrated; 190,000 tested, under 10 active;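 active = EC50 below 50 µM in the dose-response confirmation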;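 also: death triggered by thapsigargin at about 15 µM added after 2 h compound pretreatment; cell ATP read after overnight thapsigargin exposure of roughly 18 to 22 hours; normalized against plate controls of thapsigargin alone and 5% DMSO vehicle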
# Rac1 GTP hydrolysis: MgcRacGAP GTPase-activating activity inhibitors, confirmation, biochemical, ADP Hunter fluorescence; MgcRacGAP-stimulated Rac1 GTP hydrolysis, ADP Hunter fluorescence; higher % means a stronger effect; GST-tagged Rac1 F28L mutant substrate; one-dose inhibition, % at 30 µM; IC50 in µM for titrated hits; 0.6% of 340,000 active;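 active = first-screen hits whose inhibition reached a set limit at any dose in the follow-up dose series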;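 also: fluorescence reports GDP produced by GAP-driven GTP hydrolysis; strong numbers were not always called active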
# LYP inhibition: inhibitors of LYP phosphatase, biochemical, fluorescence intensity, uHTS (AID 1779); inhibition, % at 11.5 µM, or IC50 in µM where a hit was titrated; recombinant LYP phosphatase, fluorescence intensity; higher % means a stronger effect; 0.054% of 290,000 active; Tyrosine-protein phosphatase non-receptor type 22 (Homo sapiens); in the data active = inhibition above about 50%;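 also: plate controls were vehicle with enzyme for no effect and no enzyme for full effect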
# PhoP inhibition: inhibitors of PhoP regulon expression, primary screen, Salmonella Typhimurium, GFP reporter (AID 1863). S. Typhimurium PhoP-regulated promoter GFP reporter, 4 h; higher % means a stronger effect. inhibition, % at 50 µM; hits with a dose series show IC50 in µM. 0.16% of 300,000 active;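 active = inhibition over 29.93%, a cutoff 3 SD above the screen mean, later confirmed by dose response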;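 also: 0% = low Mg2+ inducing control and 100% = high Mg2+ repressing control; strong numbers were not always called active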
# Dengue-2 NS5 capping: Dengue-2 NS5 methyltransferase inhibitors, primary screen, biochemical, confirmation dose response (AID 588689). Dengue-2 NS5 methyltransferase capping enzyme assay, biochemical; higher % means a stronger effect. one-dose inhibition, % at 25 µM; IC50 in µM for titrated hits. Genome polyprotein (Dengue virus type 2 (strain 16681-PDK53)). 0.3% of 340,000 active; in the data active = a potency from the dose series
# Dengue-2 NS5 capping pilot replicate: also measured in Dengue-2 NS5 capping; calls as there; inhibition, %; measured here: pilot screen replicate inhibition
# Active calls of the source: *; nt = not tested or not shown; & = joins results of further samples.
SMILES,West Nile virus CPE,GPR35 antagonists,RSV CPE inhibition,Large T inhibition,ER stress rescue,Rac1 GTP hydrolysis,LYP inhibition,PhoP inhibition,Dengue-2 NS5 capping,others
Cc1ccc(NCc2ccc(O)c3ncccc23)cc1,-2.0%,12%,5.7%,12%,2.0%,3%,-2%,0%,-4%,
Cc1ccc(C)c(C(=O)Nc2c(C(N)=O)oc3ccccc23)c1,0.4%,0%,-0.3%,-1%,-1.7%,7%,-2%,-4%,1%,
CC(CN1c2ccccc2Sc2ccccc21)N(C)C (centres undefined),0.8%,-6%,-0.9%,14%&47%,-3.9%,29%,-1%,3%&8%,-7%,
Cc1cc(C)n(CCC(=O)N=Nc2c(O)[nH]c3ccc(Br)cc23)n1,0.1%,6%,4.4%,13%,nt,10%,0%,-6%,-6%,
Cc1c(Cc2ccccc2)c(=O)oc2cc(OC(C)C(=O)NCC3CCC(C(=O)O)CC3)c(Cl)cc12 (centres undefined),0.1%,6%,15%,nt,nt,-6%,-9%,nt,-2%,
O=[N+]([O-])c1ncccc1Oc1nc(-c2cccnc2)nc2ccccc12,-1.7%,-6%,-1.4%,-1%,0.2%,4%,-2%,14%,-3%,
COCCn1c(SCC(=O)Nc2sc(C)c(C)c2C#N)nnc1-c1ccc(OC)cc1,-0.6%,10%,0.5%,0%,1.2%,6%,-5%,0%,-10%,
O=C(CCC1CCCCC1)Nc1ccc(S(=O)(=O)Nc2nccs2)cc1,-0.3%,9%,-1.1%,9%,-0.2%,-3%,-1%,1%,6%,
CC(OC(=O)c1cc(S(=O)(=O)N(C)c2ccccc2)ccc1Cl)C(=O)Nc1ccc2c(c1)OCCO2 (centres undefined),0.2%,-27%,2.8%,2%,0.6%,9%,0%,4%,-9%,
COc1ccccc1N1CCN(C2CCCN(S(=O)(=O)c3ccc(C)cc3)C2)CC1 (centres undefined),-0.9%,12%,14%,4%,nt,1%,-14%,-7%,1%,
CCc1ccc(N2CN(Cc3ccco3)CNC2=S)cc1,-0.9%,10%,0.5%,8%,nt,0%,-2%,-10%,9%,
CCCCn1c(-c2ccc(OC)cc2)nc2c(=O)n(C)c(=O)[nH]c21,-0.5%,1%,0.4%,13%,nt,6%,-11%,-8%,4%,
CC(=O)NC(Cc1ccccc1F)C(=O)NC1CCN(C(=O)NCc2ccccc2)CC1 (centres undefined),0.0%,-1%,1.3%,-2%,nt,4%,-7%,3%,0%,
CS(=O)(=O)c1ccc(Cl)c(NC(=O)c2cccc(Br)c2)c1,-0.4%,0%,1.4%,-3%,0.1%,0%,-5%,6%,-2%,
CC(=O)Nc1nc(C)nc(-c2ccccc2)c1C(C)=O,0.2%,5%,0.0%,13%,2.6%,0%,-5%,-14%,-1%,
COCCOc1nc2ccccc2nc1C,0.8%,-6%,0.7%,2%,4.4%,-6%,0%,-1%,2%,
CN1CC(C(=O)O)Cc2c1ccc1ccccc21 (centres undefined),0.0%,8%,3.3%,19µM*,nt,14%,-13%,-5%,-6%,
Cc1nn(-c2ccccc2)c(Cl)c1C1C(C#N)=C(N)Oc2n[nH]c(C)c21 (centres undefined),0.8%,10%,2.0%,14%,-2.0%,9%,0%,-6%,-7%,
COc1ccc(C2(CNC(=O)c3cccc([N+](=O)[O-])c3)CCOCC2)cc1OC,-0.4%,-1%,1.1%,3%,-0.2%,8%,-7%,-5%,-10%,
CNC(=O)c1c(NC(=O)CCS(=O)(=O)c2ccccc2)sc2c1CCN(C(=O)OC)C2,nt,nt,1.6%,20%,nt,7%,nt,8%,-4%,
COc1ccc(/C(O)=C2/C(=O)C(=O)N(CCCN3CCOCC3)C2c2ccc(OC)cc2)cc1 (centres undefined),0.6%,4%,0.7%,10%,nt,5%,-4%,1%,-7%,
O=C(Nc1ccc(F)cc1)Nc1nnc(Cc2ccccc2F)s1,-2.0%,1%,5.9%,24%,nt,13%,-8%,-6%,-5%,Dengue-2 NS5 capping pilot replicate=-4.0
COC(=O)C/C=C/[C@@H](C)[C@@H](/C=N/OCC[C@@H]1C=C[C@H](OC(C)=O)[C@@H](COC(C)=O)O1)NS(=O)(=O)c1ccc(C)cc1,nt,-11%,-1.3%,1%,-3.8%,nt,4%,1%,nt,
CCn1nc(NC(=O)C(C)C)c2cc3cccc(C)c3nc21,-0.1%,-12%,6.6%,12%,nt,-7%,-10%,5%,-1%,
S=C(NCc1cccs1)Nc1ccc(Cl)cc1,1.1%,1%,6.6%,27%,-1.2%,8%,-2%,1%,-9%,

# Four compounds picked at random from the list so far:
SMILES,West Nile virus CPE,GPR35 antagonists,RSV CPE inhibition,Large T inhibition,ER stress rescue,Rac1 GTP hydrolysis,LYP inhibition,PhoP inhibition,Dengue-2 NS5 capping,others
CC(CN1c2ccccc2Sc2ccccc21)N(C)C (centres undefined),0.8%,-6%,-0.9%,14%&47%,-3.9%,29%,-1%,3%&8%,-7%,
CC(OC(=O)c1cc(S(=O)(=O)N(C)c2ccccc2)ccc1Cl)C(=O)Nc1ccc2c(c1)OCCO2 (centres undefined),0.2%,-27%,2.8%,2%,0.6%,9%,0%,4%,-9%,
Cc1nn(-c2ccccc2)c(Cl)c1C1C(C#N)=C(N)Oc2n[nH]c(C)c21 (centres undefined),0.8%,10%,2.0%,14%,-2.0%,9%,0%,-6%,-7%,
COc1ccc(/C(O)=C2/C(=O)C(=O)N(CCCN3CCOCC3)C2c2ccc(OC)cc2)cc1 (centres undefined),0.6%,4%,0.7%,10%,nt,5%,-4%,1%,-7%,

# In the list so far, two contain a furan ring, fused or not:
SMILES,West Nile virus CPE,GPR35 antagonists,RSV CPE inhibition,Large T inhibition,ER stress rescue,Rac1 GTP hydrolysis,LYP inhibition,PhoP inhibition,Dengue-2 NS5 capping,others
Cc1ccc(C)c(C(=O)Nc2c(C(N)=O)oc3ccccc23)c1,0.4%,0%,-0.3%,-1%,-1.7%,7%,-2%,-4%,1%,
CCc1ccc(N2CN(Cc3ccco3)CNC2=S)cc1,-0.9%,10%,0.5%,8%,nt,0%,-2%,-10%,9%,

# Continued.
SMILES,West Nile virus CPE,GPR35 antagonists,RSV CPE inhibition,Large T inhibition,ER stress rescue,Rac1 GTP hydrolysis,LYP inhibition,PhoP inhibition,Dengue-2 NS5 capping,others
Cc1cccc(NC(=O)CN(C)S(=O)(=O)c2ccc(Br)cc2)n1,-0.8%,2%,1.2%,5%,-0.8%,-1%,-2%,1%,-8%,
Fc1ccccc1COc1cccc2cccnc12,0.4%,nt,0.9%,23%,nt,8%,nt,6%,-1%,Dengue-2 NS5 capping pilot replicate=-4.3
CN(C(=O)Nc1cnccc1C(F)(F)F)C1CCCCC1,0.2%,-1%,-0.2%,5%,nt,12%,-4%,-8%,3%,
CCc1c(C(=O)NC2CCCCC2)[nH]c(C)c1C(C)=O,-0.4%,11%,0.4%,8%,2.9%,9%,-11%,-1%,3%,
O=C(CN1CCN(C(=O)c2ccco2)CC1)Nc1ccc(F)cc1F,0.3%,6%,-0.5%,9%,nt,14%,-15%,10%,-2%,
CCCn1c(SCC(=O)Nc2cc(S(=O)(=O)N3CCOCC3)ccc2OC)n[nH]c1=O,0.3%,-1%,2.4%,2%,5.8%,6%,-3%,4%,-6%,
Nc1ccc(CSc2ccc(Cl)cc2)cc1,-0.1%,1%,1.7%,2%,0.5%,0%,2%,0%,2%,
CC1(C)CC(=O)C2=C(C1)N(c1ccccc1C#N)C(N)=C(C#N)C2c1cccs1 (centres undefined),0.6%,2%,10%,7%,1.1%,3%,-4%,28%,-6%,
O=C(Nn1cnnc1)c1cccc(S(=O)(=O)N2CCOCC2)c1,0.2%,18%,-0.8%,6%,-0.2%,7%,-5%,-4%,-10%,
O=C(Nc1cccc(C(F)(F)F)c1)c1cccnn1,-0.6%,-2%,0.0%,2%,nt,6%,-8%,nt,0%,
CCOC(=O)c1cc(C#N)c(N2CCCCC2)nc1-c1ccccc1,-0.4%,nt,11%,nt,nt,2%,nt,nt,5%,
CCc1ccc(C(=O)NNC(=O)CCc2nc3ccccc3c(=O)[nH]2)cc1,nt,nt,-1.9%,19%,nt,11%,nt,-3%,-4%,
Cc1ccc(OCCCCNC(C)c2ccccc2)c(C)c1 (centres undefined),-1.7%,-5%,-1.2%,11%,nt,29%,-5%,-7%,-5%,
CC(C)(C(=O)O)c1ccc(C(O)CCCN2CCC(C(O)(c3ccccc3)c3ccccc3)CC2)cc1 (centres undefined),0.4%,-5%,-0.6%,-4%,nt,6%,-9%,0%,-5%,
CCCCN(CCCC)CCNC(=O)CN1C(=O)COc2ccc(S(=O)(=O)N3CCC(C)CC3)cc21,-0.6%,-9%,-2.9%,7%,nt,5%,-12%,-5%,0%,
Nc1ccccc1C(=O)NCCCN1CCN(c2cccc(Cl)c2)CC1,nt,nt,0.7%,7%,nt,4%,nt,nt,-1%,
CCC(C)N1C(=O)S/C(=C/c2ccc3c(c2)n(C)c(=O)n3C)C1=O (centres undefined),1.9%,12%,-0.9%,11%,-0.5%,3%,0%,-7%,8%,
Cc1cc(C)c(OCCCCN(C)C)c(Br)c1,-1.2%,-22%,-2.2%,13%,-0.9%,20%,-10%,9%,-5%,
C(=C(c1ccccc1)c1ccccc1)c1ccccn1,nt,nt,3.2%,14%,nt,6%,nt,-10%,0%,
CN(C)C(=O)c1cc(Br)ccc1Cl,0.4%,-3%,-0.1%,24%,-0.4%,-1%,-5%,1%,-9%,
COC(=O)CSc1n[nH]c(-c2ccncc2)n1,0.4%,-3%,0.3%,2%,nt,11%,-3%,-5%,-1%,
CN(C)S(=O)(=O)c1ccc2c(c1)Cc1cc(S(=O)(=O)N(C)C)ccc1-2,0.4%,7%,3.2%,12%,nt,5%,-1%,-4%,1%,
CCOC(=O)N1CCN(C(c2cccc(OC)c2)c2sc3nc(C)nn3c2O)CC1 (centres undefined),-0.2%,0%,2.8%,-2%,-0.1%,3%,1%,-7%,2%,
CC(C)CNC(=S)N(CCN(C)C)Cc1cc2cc3c(cc2[nH]c1=O)OCCO3,-0.7%,24%,-0.2%,35%,nt,19%,-3%,-5%,-3%,
COc1ccc(N(CC(=O)Nc2cccc(C)c2)S(=O)(=O)c2c(C)noc2C)cc1,-0.5%,27%,8.7%,21%,nt,-3%,0%,-5%,-7%,
Cc1ccc(/C=N/N(C)C2=NS(=O)(=O)c3ccccc32)o1,0.3%,3%,3.2%,13%,-0.5%,nt,-4%,7%,nt,
CN(C(=O)c1ccno1)c1nnc(-c2cnccn2)s1,0.1%,-5%,1.3%,7%,-2.7%,13%,3%,7%,-4%,
O=C(COc1ccc(Br)cc1Br)NC(=S)Nc1cccc(CO)c1,-0.1%,-7%,4.9%,2%,-3.1%,5%,-5%,26%,3%,

# Taken from the results shown for reference:
SMILES,West Nile virus CPE,GPR35 antagonists,RSV CPE inhibition,Large T inhibition,ER stress rescue,Rac1 GTP hydrolysis,LYP inhibition,PhoP inhibition,Dengue-2 NS5 capping,others
Cc1ccc(/C=N/N(C)C2=NS(=O)(=O)c3ccccc32)o1,0.3%,3%,3.2%,13%,-0.5%,nt,-4%,7%,nt,
CN(C(=O)c1ccno1)c1nnc(-c2cnccn2)s1,0.1%,-5%,1.3%,7%,-2.7%,13%,3%,7%,-4%,
O=C(COc1ccc(Br)cc1Br)NC(=S)Nc1cccc(CO)c1,-0.1%,-7%,4.9%,2%,-3.1%,5%,-5%,26%,3%,
